TrxR1 substrate: is turned over as a substrate by rat TrxR1; 390,000 tested, 0.01% active; O89049; Potency, µM (series often up to 114 µM), for the others: at the highest dose activity change, negative = substrate turnover; purified TrxR1 substrate turnover, NADPH consumption readout; also: potency is read from the fitted curve at half-maximal effect; % is scaled to controls: 0 for no effect and ±100 for the full control effect; nearly all actives have a fitted effect of over 50% in size
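Rat TrxR1, dispensed at 90 nM, was prereduced with 400 uM NADPH (final) for 5 min at ~22 deg C, then incubated with compound 15 min before 400 uM selenite. A first-read NADPH fluorescence drop versus no-compound background flagged substrates.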
Glioma ERSR ind: induces the endoplasmic reticulum stress response in human glioma cells; U87-MG GRP78 promoter luciferase reporter, 16 h; Potency, µM, inactives show top-dose activation, hits mostly activators; 420,000 tested, 0.02% active; AID 602332; also: potency is read from the fitted curve at half-maximal effect; series mostly up to about 76 µM; % of control where 0% means no effect; nearly all actives have a fitted effect of over 35% in size
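Stably transfected U87-MG glioma cells carrying a GRP78-based luciferase sensor; 16 h compound incubation. Luminescence end-point read 10 min after Bright-Glo addition at room temperature.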
RGS4 inh: inhibitors of human regulator of G protein signaling 4; P49798; Transcreener GDP fluorescence polarization, RGS4-accelerated GTP hydrolysis; Potency, µM (highest dose often 114 µM), for inactives: at the top dose activity change, negative = inhibition, most hits filed as inhibitors; 390,000 tested, 0.039% active; also: potency is read from the fitted curve at half-maximal effect; % is scaled to controls: 0 for no effect and ±100 for the full control effect; nearly all actives have a fitted effect of over 75% in size; some results filed as inactive show a strong effect at the top dose
Target sequence (P49798 whole entry, looked up): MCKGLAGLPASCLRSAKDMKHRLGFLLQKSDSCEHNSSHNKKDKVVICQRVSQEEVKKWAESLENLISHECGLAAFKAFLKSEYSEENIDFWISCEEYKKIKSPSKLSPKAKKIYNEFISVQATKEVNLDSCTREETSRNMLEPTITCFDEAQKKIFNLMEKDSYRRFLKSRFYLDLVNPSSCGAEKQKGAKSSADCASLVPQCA
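MLSMR compounds (23 nl, pin-transferred) preincubated 10 min at room temperature with a 500nM (2x) first reagent, then RGS4 at 900nM (2x) plus Transcreener GDP mix added; fluorescence polarization (620/688 nm) read before and after 90 min at 30 °C.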
mIDH1 inhibitor: inhibitors of human mutant IDH1 R132H | O75874 | IDH1-R132H enzyme, NADPH consumption, diaphorase/resazurin fluorescence | Potency, µM (series often up to 76.6 µM), for inactives: top-dose activity change, negative = inhibition, hits mostly inhibitors | 390,000 tested, 0.093% active; also: potency is read from the fitted curve at half-maximal effect; % is scaled to controls: 0 for no effect and ±100 for the full control effect; nearly all actives have a fitted effect of over 65% in size
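IDH1-R132H (0.5 ug/mL dispensed) in pH 7.5 Tris buffer was preincubated 30 min with compound, then given a substrate mix of 0.016 mM NADPH and 2 mM alpha-KG for 80 min at room temperature; remaining NADPH was read by diaphorase/resazurin fluorescence.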
Vif-A3G inh: inhibitors of Vif-APOBEC3G interaction; Q9HC16; Potency, µM (titrated, usually from 46.1 µM), for inactives: at the top dose activity, negative = active, actives largely listed as inhibitors; AID 602310; 410,000 tested, 0.076% active; HeLa A3G-eYFP + Vif (tagged APOBEC3G with the HIV-1 protein that degrades it), YFP fluorescence, overnight;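 also: potency is read from the fitted curve at half-maximal effect; % is scaled to controls: 0 for no effect and ±100 for the full control effect; nearly all actives have a fitted effect of over 60% in size; hits raise eYFP signal because A3G escapes Vif-driven loss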
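HeLa cells stably expressing Vif and C-terminally eYFP-tagged A3G, seeded overnight at 37 deg C, then exposed to compound by pintool overnight at 37 deg C. Rise in yellow fluorescence (Ex 488/Em 500-530, Acumen) marks blocked Vif-driven A3G degradation.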
LDHA block: LDHA (human) enzyme inhibition | activity change, % (values are at about 110 or 230 µM) | 480,000 tested, 0.15% active | purified LDHA, NADH/diaphorase-resazurin fluorescence; stronger effect = lower value | P00338; in the data active = activity change below about -30%; inconclusive = mostly about -25% to -30%;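 also: plate controls were DMSO wells for no effect and wells without enzyme for full effect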
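Enzyme activity of human lactate dehydrogenase 5 (2 nM; 0.06 mM NADH, 0.2 mM pyruvate, 5 min, RT) is measured via a resazurin/diaphorase fluorescence readout of residual NADH.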
USP1-UAF1 inh: USP1/UAF1 (human) deubiquitinase inhibition; Potency, µM (doses to about 57.1 µM), for inactives: at the top dose activity change, negative = inhibition, actives largely listed as inhibitors; 390,000 tested, 0.23% active; recombinant USP1/UAF1, Ub-Rhodamine cleavage fluorescence; also: potency is read from the fitted curve at half-maximal effect; % is scaled to controls: 0 for no effect and ±100 for the full control effect; nearly all actives have a fitted effect of over 60% in size; inactives centre near -12
Target sequence (O94782 whole entry, looked up): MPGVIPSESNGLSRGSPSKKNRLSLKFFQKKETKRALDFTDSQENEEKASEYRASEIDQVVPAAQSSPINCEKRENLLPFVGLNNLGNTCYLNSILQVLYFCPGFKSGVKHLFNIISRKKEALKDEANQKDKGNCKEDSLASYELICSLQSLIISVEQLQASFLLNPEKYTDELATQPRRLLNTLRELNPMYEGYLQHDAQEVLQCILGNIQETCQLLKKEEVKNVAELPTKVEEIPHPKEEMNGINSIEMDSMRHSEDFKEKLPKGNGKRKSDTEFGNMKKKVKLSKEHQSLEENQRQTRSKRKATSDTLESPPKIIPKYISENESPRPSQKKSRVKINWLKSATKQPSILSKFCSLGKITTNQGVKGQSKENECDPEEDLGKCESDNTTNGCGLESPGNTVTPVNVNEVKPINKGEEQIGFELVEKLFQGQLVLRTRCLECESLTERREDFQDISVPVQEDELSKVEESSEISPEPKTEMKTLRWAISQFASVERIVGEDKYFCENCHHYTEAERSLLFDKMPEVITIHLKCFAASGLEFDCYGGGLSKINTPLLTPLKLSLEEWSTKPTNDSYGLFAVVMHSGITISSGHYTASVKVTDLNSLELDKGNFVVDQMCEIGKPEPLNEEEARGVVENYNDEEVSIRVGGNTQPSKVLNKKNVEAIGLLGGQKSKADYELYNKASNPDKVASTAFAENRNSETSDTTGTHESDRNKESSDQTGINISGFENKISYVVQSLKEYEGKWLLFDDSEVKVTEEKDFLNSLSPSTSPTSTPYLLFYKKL
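1 nM enzyme complex + cpd, 15 min RT; start with Ub-Rho 150nM final; kinetic fluorescence ex 480/em 540, 6 reads q60 s. Buffer 50mM HEPES pH 7.8, 0.5mM EDTA, 0.1 mg/ml BSA, 1mM TCEP, 0.01% Tween-20.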
rTrxR1 inhibitor: rat TrxR1 inhibition; recombinant rTrxR1, NADPH fluorescence consumption, selenite substrate; Potency, µM (doses to about 114 µM), without a hit: top-dose activity change, negative = inhibition, most hits filed as inhibitors; 390,000 tested, 1% active; AID 588453; also: potency is read from the fitted curve at half-maximal effect; % is scaled to controls: 0 for no effect and ±100 for the full control effect; nearly all actives have a fitted effect of over 65% in size
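Rat TrxR1 (90 nM in the dispensed reagent) was pre-reduced with 400 uM NADPH for 5 min at room temperature, then incubated with compound for 15 min. After 400 uM selenite was added, NADPH fluorescence (Ex 340/Em 450 nm) was followed for 8 min.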
Vif-A3F inh: Vif-A3F binding inhibition. HeLa A3F-eYFP + Vif (tagged APOBEC3F with the HIV-1 protein that degrades it), YFP fluorescence increase. 390,000 tested, 0.2% active. Potency, µM (titrated, usually from 46.1 µM), inactives show at the top dose activity, negative = active; also: potency is read from the fitted curve at half-maximal effect; % of control where 0% means no effect; nearly all actives have a fitted effect of over 65% in size
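HeLa cells stably expressing Vif plus C-terminally eYFP-tagged A3F were seeded, incubated overnight at 37 deg C, dosed with compound, incubated overnight again at 37 deg C. Yellow fluorescence (Ex 488/Em 500-530) reported blocked Vif-mediated A3F-eYFP degradation.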
An asterisk follows results filed as active; u = inconclusive; x = no result given; & = joins results of further samples; [ ] = remark or other dose. Unless noted, calls follow the shape of the dose curve; as a rule, active = well fitted curve in the direction sought with a large enough effect; inconclusive = small, poorly fitted or top-dose-only effect, or another doubt; inactive = no such curve, though single readings can be large; an effect the other way counts as inactive or inconclusive. These rows are one share of the data; the hit share may differ from the screen's.

no.	mol	TrxR1 substrate	Glioma ERSR ind	RGS4 inh	mIDH1 inhibitor	Vif-A3G inh	LDHA block	USP1-UAF1 inh	rTrxR1 inhibitor	Vif-A3F inh
1	CCOc1ccccc1NC(=O)N1CCN(C)c2ncccc21	-1%	-2%	7%	0%	-7%	5	-22%	-8%	0%
2	CN(C)c1ccc(N2C(=O)CC(c3ccccc3)CC2=O)cc1	8%[57.1 µM]	-3%	-7%	2%	1%	2	-14%	14%[57.1 µM]	8%
3	CCc1cc(=O)oc2cc(OCC(=O)N3CCC(C(N)=O)CC3)ccc12	64%[activator]	-1%	-14%	-12%	-1%	-5	-23%	18%	-1%
4	CC(C)(C)c1cc(C(=O)NCc2cccnc2)ccn1	-1%	-5%	33%	2%	1%	-12	-11%	-1%	10%
5	CCOCCc1nnc(NC(=O)C(=O)c2cc(C)n(-c3ccc(C)c(C)c3)c2C)s1	3%	2%	-3%	0%	-3%	6	-7%	13%	3%
6	Cc1ccc(Nc2nc(=O)c3cc([N+](=O)[O-])ccc3s2)cc1	6%	5%	u	1%	2%	-4	-20%	29%	0%
7	CC1=NN(Cc2cc(C(C)(C)C)c(O)c(C(C)(C)C)c2)C(=O)C1	-5%	-2%	-5%	-2%	1%	-15	-11%	-12%	-8%
8	COc1ccc(C(=O)Nc2ccnn2C2CCN(Cc3cccnc3)CC2)cc1	8%	-2%	11%	-4%	-2%	-3	-21%	19%	-2%
9	CCOC(=O)CCC(=O)Nc1ccc(S(=O)(=O)Nc2cc(OC)nc(OC)n2)cc1	-2%	0%	24%	3%	0%	-7	-18%	23%	-1%
10	COc1cc(SC)ccc1C(=O)NCc1ccc(C)cc1	3%	0%	17%	5%	0%	2	-9%	10%	1%
11	C=CCc1cccc2cc(C(=O)NC(C)(C)C)c(=O)oc12	7%[57.1 µM]	1%	3%[11.4 µM]	-1%	-1%	-13	-8%	6%[57.1 µM]	8%
12	CC1(C(=O)CSc2nc3ccccc3s2)CCC(=O)O1 (stereo not drawn)	-3%	-5%	u	-2%	-2%	-1	u	0%	x
13	O=C1COc2ccc(C(=O)CSc3nnc(Cc4cccs4)n3-c3ccccc3)cc2N1	8%[57.1 µM]	-1%	1%[11.4 µM]	1%	2%	-8	-8%	7%[57.1 µM]	0%
14	O=C(COC(=O)c1ccc(Br)o1)NCCNC(=O)COC(=O)c1ccc(Br)o1	-4%	-1%	-12%	0%	1%	-12	2%	5%	3%
15	COc1cc(OC)cc(-c2nnc(SCC(=O)N(Cc3ccccc3)C(C)(C)C)o2)c1	-4%[57.1 µM]	-2%	8%	3%	0%	-2	-20%	9%[57.1 µM]	8%
16	CCn1c(SCC(=O)Nc2ccc(C)cc2)nc2nc3c(cc2c1=O)CCCC3	-2%	-1%	-7%	3%	-1%	4	-13%	7%	-6%
17	COc1ccccc1OCC(=O)NC1CCSc2ccccc21 (stereo not drawn)	3%	-3%	-28%	21%	8%	2	-16%	-3%	-6%
18	Cc1ccc(NC(=O)CSCC(=O)N(C)Cc2c(F)cccc2Cl)cc1	x	-5%	x	-5%	3%	1	-15%	x	-2%
19	O=C(O)C1CC=CCC1C(=O)NCCCCc1ccccc1 (stereo not drawn)	5%	-4%	-5%	-10%	0%	-2	-21%	22%	-5%
20	CCCCN1C(=O)/C(=C2\SC(N3CCCCC3)=NC2=O)c2ccccc21	-16%	3%	-43%	4%	3%	-2	-17%	-12%	3%
21	CC1CCc2c(sc3ncnc(SCC(=O)N(C)C4CCS(=O)(=O)C4)c23)C1 (stereo not drawn)	-5%	2%	-22%	12%	0%	-1	-19%	-14%	-1%
22	COc1ccc(Cc2nnc(NC(=O)CSc3ccccc3)s2)cc1OC	6%[57.1 µM]	-4%	-22%	1%	0%	-4	-9%	11%[57.1 µM]	-10%
23	CN(C)c1ccc(/C=C/c2cc3ccccc3c[n+]2C)cc1	-15%	-6%	x	x	3%	x	x	-25%	x
24	C=CCSc1nnc(CCc2ccccc2)n1N	8%	-2%	37%	2%	2%	-4	-13%	20%	-4%
25	CC(C)NC(=O)COc1coc(CN2CCN(c3cccc(Cl)c3)CC2)cc1=O	3%	-3%	21%	-3%	2%	-1	-22%	8%	4%
26	O=C(NNc1c2ccccc2nc2ccccc12)c1cccc(O)c1	-10%	1%	5%	1%	1%	-5	0%	-20%	0%
27	CC(C)CC(=O)Nc1nnc(S(=O)(=O)N(C)Cc2ccco2)s1	4%	-6%	-14%	-4%	-2%	1	-22%	18%	-4%
28	Cc1cccc(NC(=O)CCN2CCC(C(N)=O)CC2)c1	11%	-2%	-21%	17%	6%	2	-8%	16%	-1%
29	CCOc1ccc(S(=O)(=O)NCc2cccnc2)cc1	12%[57.1 µM]	-4%	23%	7%	0%	-13	-11%	14%[57.1 µM]	-3%
30	CC(C)(CCO)Nc1ncnc2onc(-c3ccc(F)cc3)c12	-8%	-2%	-13%[56.9 µM]	-2%	2%	-8	-6%	-2%	-10%
31	CN(C)S(=O)(=O)c1ccc(C(=O)NCC2(N3CCOCC3)CCCCC2)cc1	-7%	-4%	29%	-15%	1%	-7	-2%	2%	0%
32	CC[C@H](C)/C=C(C)/C=C/C1=CC2=CC(=O)[C@]3(C)OC(=O)[C@@H](C(C)=O)[C@@H]3C2=CO1	7%	0%	-27%	3%	-6%	7	-14%	u	-5%
33	O=C(Nc1ccc(C(=O)N2CCCCC2)cc1)c1cccs1	-13%[57.1 µM]	4%	-39%	11%	-3%	-2	-12%	27%[57.1 µM]	4%
34	CC(C)(C)NCC(O)COc1cccc2c1CCC(=O)N2 (stereo not drawn)	3%	-3%	-5%	1%	-2%	-7	-23%	12%	-5%
35	CCOc1cc2c(cc1OCC)C(CC(=O)OC)N(C(=O)Nc1cc(C)cc(C)c1)CC2 (stereo not drawn)	0%[57.1 µM]	3%	-21%	-14%	4%	-3	2%	8%[57.1 µM]	1%
36	COc1ccc(C2=NOC(C(=O)Nc3ccc4c(c3)OCO4)C2)cc1 (stereo not drawn)	0%	4%	-3%	29%	2%	2	-9%	6%	3%
37	CC1CCN(C(=O)c2cnn(-c3ccc(Cl)cc3)c2C2CCN(C(=O)OC(C)(C)C)CC2)CC1	-2%	-2%	8%	-23%	3%	-10	-12%	16%	-1%
38	CN(C(=O)COC(=O)/C=C/c1ccc2ccccc2n1)c1c(N)n(Cc2ccccc2)c(=O)[nH]c1=O	-3%	-1%	3%	1%	-1%	-7	-7%	-11%	-1%
39	COC(=O)c1cc(NC(=O)CC2C(=O)NCCN2C(=O)c2ccccc2)cc(C(=O)OC)c1 (stereo not drawn)	14%[57.1 µM]	-1%	-10%	5%	-1%	-3	0%	14%[57.1 µM]	-7%
40	COc1ccc(Cn2c(SCc3ccc(C(=O)NCc4cccs4)cc3)nc3cccnc32)cc1	38%[activator]	-2%	20%	-10%	-18%	-8	-12%	68%[activator]	-2%
41	COc1ccc(Br)cc1/C=C/C(=O)Nc1c(C)cccc1C	-2%	-5%	9%	-1%	2%	-7	-17%	3%	0%
42	CCS(=O)(=O)c1ncc(Cl)c(C(=O)Nc2c(C(=O)c3ccc(C)cc3)oc3ccccc23)n1	1%	-4%	-5%	14%	4%	-4&-8	-3%	4%	3%
43	COCCn1nnnc1C(c1ccccc1)N1CCN(Cc2ccc3c(c2)OCO3)CC1 (stereo not drawn)	11%[57.1 µM]	-8%	-21%	4%	1%	0	-13%	17%[57.1 µM]	4%
44	CC(Nc1ccc2c(c1)OCCO2)C(=O)Nc1ccc2c(c1)OCO2 (stereo not drawn)	7%[57.1 µM]	-4%	17%	4%	0%	6	-16%	42%[activator][57.1 µM]	0%
45	COc1ccc(NC(=O)C2CCCN(c3ncnc4onc(-c5ccc(F)cc5)c34)C2)cc1 (stereo not drawn)	-2%	-2%	-14%	-4%	-5%	-12	-20%	-2%	-10%
46	Cc1ccc2cc(CN(Cc3ccco3)C(=O)C3CCCCC3)c(=O)[nH]c2c1C	-4%[11.4 µM]	-3%	-11%	2%	5%	-4	-3%	4%[11.4 µM]	-15%
47	CC(=O)Nc1ccc(S(=O)(=O)Nc2nc3ccccc3nc2Cl)cc1	2%[57.1 µM]	0%	-19%	6%	-7%	-1	-14%	-27%[57.1 µM]	0%
48	Cc1cc(SC(C)C(=O)Nc2c(C)n(C)n(-c3ccccc3)c2=O)nc2ccccc12 (stereo not drawn)	0%	-10%	2%	-2%	1%	-3	6%	3%	6%
49	CC(=O)N1CCCc2cc(S(=O)(=O)N3CCC(C)CC3)ccc21	-8%	-3%	11%	7%	-9%	2	1%	-12%	5%
50	COCCNC(=O)/C(C#N)=C/c1ccc(C)o1	-12%[57.1 µM]	6%	5%	-3%	-7%	0	-7%	-13%[57.1 µM]	3%

High-throughput results (PubChem BioAssay)
